Compound activity from PubChem BioAssay.
USP1 inh: inhibitors of human USP1/UAF1 deubiquitinase | AID 743255 | Potency, µM (highest dose often 57.1 µM), for the others: at the highest dose activity change, negative = inhibition, most hits filed as inhibitors | recombinant USP1/UAF1, Ub-Rhodamine cleavage fluorescence | hit rate 0.23% among 390,000; also: potency is read from the fitted curve at half-maximal effect; % is scaled to controls: 0 for no effect and ±100 for the full control effect; nearly all actives have a fitted effect of over 60% in size; inactives centre near -12
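Step one: compound is pinned into 1nM USP1/UAF1 in HEPES pH 7.8 buffer with TCEP. Step two: 15 min room-temperature incubation. Step three: Ub-Rho (150nM final) starts cleavage, tracked by fluorescence over six one-minute reads.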
D2 antagonist: antagonizes the human D2 dopamine receptor. P14416. HEK293 TREx D2 cells, calcium flux, dopamine EC80. inhibition, % at 10 µM. hit rate 2% among 340,000. AID 485344; in the data active = inhibition above about 30%; also: 0% is about no effect
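Calcium flux kinetic readout in an inducible HEK293 TREx D2 line plated overnight at 30 C. After 180 s compound exposure, an EC80 dopamine challenge follows with another 180 s kinetic read to detect antagonism.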
IDH1 R132H inh: blocks human mutant IDH1 R132H enzyme; O75874; IDH1-R132H enzyme, NADPH consumption, diaphorase/resazurin fluorescence; Potency, µM (highest dose often 76.6 µM), inactives show at the highest dose activity change, negative = inhibition, hits mostly inhibitors; hit rate 0.093% among 390,000; AID 602179; also: potency is read from the fitted curve at half-maximal effect; % is scaled to controls: 0 for no effect and ±100 for the full control effect; nearly all actives have a fitted effect of over 65% in size
Target sequence (O75874 whole entry R132H, stated change not applied): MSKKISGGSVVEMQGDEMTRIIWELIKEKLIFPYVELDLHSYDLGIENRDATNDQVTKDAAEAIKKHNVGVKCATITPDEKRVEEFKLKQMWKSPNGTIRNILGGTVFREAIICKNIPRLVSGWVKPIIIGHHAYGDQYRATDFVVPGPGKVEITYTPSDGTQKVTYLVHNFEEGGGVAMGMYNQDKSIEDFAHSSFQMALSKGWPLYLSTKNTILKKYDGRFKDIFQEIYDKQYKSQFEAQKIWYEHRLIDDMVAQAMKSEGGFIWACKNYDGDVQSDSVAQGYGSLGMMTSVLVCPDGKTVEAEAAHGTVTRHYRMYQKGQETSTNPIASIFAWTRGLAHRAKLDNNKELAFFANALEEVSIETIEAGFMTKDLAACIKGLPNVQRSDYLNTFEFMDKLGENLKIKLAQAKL
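IDH1-R132H (0.5 ug/mL dispensed) in pH 7.5 Tris buffer was preincubated 30 min with compound, then given a substrate mix of 0.016 mM NADPH and 2 mM alpha-KG for 80 min at room temperature; remaining NADPH was read by diaphorase/resazurin fluorescence.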
rTrxR1 inhibitor: rat TrxR1 inhibition | Potency, µM (doses to about 114 µM), for the others: top-dose activity change, negative = inhibition, actives largely listed as inhibitors | AID 588453 | recombinant rTrxR1, NADPH fluorescence consumption, selenite substrate | O89049 | hit rate 1% among 390,000; also: potency is read from the fitted curve at half-maximal effect; % is scaled to controls: 0 for no effect and ±100 for the full control effect; nearly all actives have a fitted effect of over 65% in size
Target sequence (O89049 whole entry, looked up): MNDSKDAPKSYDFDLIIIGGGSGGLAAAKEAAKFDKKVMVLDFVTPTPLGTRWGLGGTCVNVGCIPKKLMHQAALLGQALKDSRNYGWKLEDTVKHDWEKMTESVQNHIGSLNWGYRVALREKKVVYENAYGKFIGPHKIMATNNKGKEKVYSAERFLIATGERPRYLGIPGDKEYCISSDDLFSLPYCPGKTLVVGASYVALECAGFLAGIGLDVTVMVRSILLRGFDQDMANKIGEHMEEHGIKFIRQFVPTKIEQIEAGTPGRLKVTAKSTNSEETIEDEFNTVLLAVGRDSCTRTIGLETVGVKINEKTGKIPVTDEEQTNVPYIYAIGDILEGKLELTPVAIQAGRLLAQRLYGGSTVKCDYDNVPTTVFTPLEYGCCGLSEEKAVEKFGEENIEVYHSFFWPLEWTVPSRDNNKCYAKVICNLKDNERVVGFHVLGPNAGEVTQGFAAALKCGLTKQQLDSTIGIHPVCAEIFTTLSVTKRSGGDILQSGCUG
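Rat TrxR1 (90 nM in the dispensed reagent) was pre-reduced with 400 uM NADPH for 5 min at room temperature, then incubated with compound for 15 min. After 400 uM selenite was added, NADPH fluorescence (Ex 340/Em 450 nm) was followed for 8 min.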
PI4K2A inh: PI4K2A (human) kinase inhibition | Q9BTU6 | purified PI4K2A, ADP-Glo luminescence, 1 h; stronger effect = lower value | activity change, negative = inhibition, % at 76.9 µM | hit rate 0.13% among 420,000 | AID 1346378; in the data active = activity change below about -50%; inconclusive = mostly about -30% to -49%;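 also: -100% = wells without enzyme as full effect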
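In this quantitative HTS, ADP production by PI4K2A was quantified luminescently after 1 h at ambient temperature; 100 microM adenosine served as plate-quality control.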
TRHR ag: agonists of human TRH receptor; activation, % at 2 µM; TRHR cells, calcium flux fluo-8, FDSS agonist mode; hit rate 0.18% among 360,000; P34981; AID 493084; in the data active = activation above about 30%; also: 0% is about no effect
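Steps: seed TRHR cells overnight; add fluo-8 no-wash Ca dye, RT 30 min–1.5 h; record 10 s baseline; pin-transfer compounds; monitor fluorescence 1 cycle/s for the agonist window. Calcium increases flag candidate agonists.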
TrxR1 substrate: rat thioredoxin reductase 1 substrate activity; Potency, µM (doses to about 114 µM), inactives show at the top dose activity change, negative = substrate turnover; AID 588456; O89049; hit rate 0.01% among 390,000; purified TrxR1 substrate turnover, NADPH consumption readout; also: potency is read from the fitted curve at half-maximal effect; % is scaled to controls: 0 for no effect and ±100 for the full control effect; nearly all actives have a fitted effect of over 50% in size
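Rat TrxR1, dispensed at 90 nM, was prereduced with 400 uM NADPH (final) for 5 min at ~22 deg C, then incubated with compound 15 min before 400 uM selenite. A first-read NADPH fluorescence drop versus no-compound background flagged substrates.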
TRHR PAM: allosteric enhancers of human TRH receptor; P34981; TRHR cells, fluo-8 calcium fluorescence, EC20 TRH enhancement; enhancement, % at 2 µM; hit rate 0.66% among 360,000; in the data active = enhancement above about 30%; also: 0% is about no effect
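Enhancer read-out: after compound pinning and an initial kinetic agonist-mode read, an EC20 of TRH (10 nM final) was injected and fluo-8 calcium signal (Ex 480/Em 530) followed at 1 s/cycle for 100 cycles in TRHR-expressing cells.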
D2 agonist: agonists of human D2 dopamine receptor; P14416; activation, % at 2 µM; hit rate 0.53% among 340,000; HEK293 T-REx D2 cells, calcium flux agonist mode; AID 485358;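 active = activation over 3 SD above normal in the single-dose calcium agonist read, cut at about 30% in these data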; also: 0% is about no effect
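In this primary screen, compounds producing a positive calcium signal within 180 s of addition to tetracycline-induced, force-coupled HEK293 Trex D2 cells are flagged; cells are dye-loaded with a no-wash calcium kit beforehand.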
* = called active by the depositor; u = inconclusive; x = not tested or not shown; [ ] = another dose, or the depositor's remark. Unless noted, calls follow the shape of the dose curve; as a rule, active = well fitted inhibition curve with a large enough effect; inconclusive = small, poorly fitted or top-dose-only effect; inactive = no such curve, though single readings can be large or run the other way.

SMILES	USP1 inh	D2 antagonist	IDH1 R132H inh	rTrxR1 inhibitor	PI4K2A inh	TRHR ag	TrxR1 substrate	TRHR PAM	D2 agonist
O=C(COC(=O)c1ccccn1)NCCc1ccc(Cl)cc1	-12%	x	-4%	-7%[2.29 µM]	0	x	-6%[2.29 µM]	x	x
CCc1ccc(O)c(C(=O)c2cnc3cc(-c4ccc(C)cc4)nn3c2)c1	-21%	x	26%	1%	-2	-0.4	-4%	-1	0.2
O=C(c1ccc(COc2ccccc2Cl)o1)N1N=C(C(F)F)CC1(O)C(F)F (stereo not given)	-5%	-8	0%	-10%	1	-0.2	-14%	-1	-1.0
COc1ccc(C(=O)Oc2c(OC)cc(C(=S)N3CCOCC3)cc2OC)cc1OC	0%	-9	4%	-19%	-2	-0.1	-11%	0	0.3
O=c1[nH]c2cccnc2n1-c1ccc([N+](=O)[O-])cc1	-1%	-1	0%	23%	2	0.1	-2%	-9	0.7
O=C(O)C1C(c2ccccc2)C(C(=O)N2CCOCC2)C1c1ccccc1 (stereo not given)	-2%	-7	3%	6%[57.1 µM]	0	0.9	-2%[57.1 µM]	-3	0.4
COc1ccc(Br)cc1S(=O)(=O)Nc1cccc(C)n1	-12%	-4	-2%	18%[57.1 µM]	0	0.5	9%[57.1 µM]	12	-0.3
N=C1S/C(=C\c2ccccc2)C(=O)N1c1ccc(F)cc1	-14%	0	3%	24%	3	0.2	-5%	13	0.3
O=C(COc1cccc2cccnc12)N/N=C/c1ccc(O)cc1	-6%	8	3%	-4%[57.1 µM]	-4	-1.0	-9%[57.1 µM]	1	0.1
Cc1c(NC(=O)CSc2nc3ccccc3n2C)c(=O)n(-c2ccccc2)n1C	-4%	2	0%	-9%	-22	-1.0	-5%	-2	0.0
Cc1nc2cc(NC(=O)N3CCCCC3)ccc2n1C	-8%	3	1%	-1%	-1	0.3	-2%	-3	-0.3
COc1cc(COc2ccc(S(=O)(=O)N3CCOCC3)cc2[N+](=O)[O-])ccc1OC(F)F	-24%	x	-4%	16%	0	x	-3%	x	x
O=P(O)(c1ccc(Cl)cc1)c1ccc(Cl)cc1	-13%	-8	-2%	-10%	-6	-0.2	-12%	1	0.4
O=c1cccc2n1Cc1cc3ccccc3nc1-2	7%	17	0%	-3%	-6	0.3	842%[activator]	-8	0.2
CCOC(=O)COc1ccc2c(c1)c(C(=O)OCC)c(C)n2CC	-24%	6	8%	8%	-1	-2.0	-2%	-2	0.0
COc1ccc(NC(=S)NC(=O)/C=C/c2ccco2)cc1	-14%	-2	-2%	-59%	-3	-1.6	9%[57.1 µM]	9	-1.8
COc1cc2c(cc1OC)C(Nn1cnnc1)=NC1(CCCC1)C2	-8%	-3	4%	17%[57.1 µM]	1	0.1	9%[57.1 µM]	-2	1.2
O=C(CSc1ccc2nnc(-c3cccc(F)c3)n2n1)NCC1CCCO1 (stereo not given)	-7%	-6	-5%	-1%[57.1 µM]	10	0.3	38%[activator][57.1 µM]	17	2.0
C=CCNC(=S)NNC(=O)c1ccc(Br)o1	-22%	-10	12%	-4%	-3	-0.5	6%	-1	1.2
O=[N+]([O-])c1cccc(COc2ccccc2CN2CCCCC2)c1	-16%	x	2%[38.3 µM]	15%	5	x	4%	x	x
CCc1nc(SCC(=O)c2cccc([N+](=O)[O-])c2)n[nH]1	-12%	5	3%	u	4	0.9	-7%	0	-0.7
Cc1ccc(C(=O)OCC(=O)Nc2ncc(C(F)(F)F)cc2Cl)cc1NC(=O)c1ccco1	-23%	6	-2%	-9%[57.1 µM]	-4	-0.1	3%[57.1 µM]	0	-1.1
COc1ccc(NC(=O)c2ccc(C)o2)c([N+](=O)[O-])c1	-2%	3	8%	-10%	-3	-0.3	-10%	1	-0.3
c1ccc(-c2nnc(OCc3cccnc3)c3ccccc23)cc1	u	-10	13%	22%[57.1 µM]	-17	-0.7	-2%	-3	-1.7
CCN(C(=O)CSc1nnc(Nc2ccccc2C)s1)C1CCS(=O)(=O)C1 (stereo not given)	5%	-3	7%	14%	-9	0.1	0%	-2	0.0
CN1CCN(C(=O)c2ccccc2NC(=O)c2ccc(C(C)(C)C)cc2)CC1	-1%	-8	-2%	-19%	0	0.3	-10%	-3	1.0
Cc1cc(C)c2c(c1)cc(C)c1nnc(SCC(=O)Nc3cc(C)on3)n12	16%	9	1%	1%	-2	-0.8	3%	-1	-1.8
CCOc1ccc(C2OC34CCCCC3C(C#N)(C#N)C2(C#N)C(=N)O4)cc1OC (stereo not given)	u	-5	0%	-10%	-2	1.4	213%[activator]	-4	1.9
c1ccc(Cn2ncc3c(N4CCCCC4)ncnc32)cc1	-1%	4	1%	-5%[11.4 µM]	-4	-0.9	-9%	0	-0.5
Nc1nc(NC(=O)/C=C/c2ccccc2)nn1-c1ccccc1	-8%	x	3%	-3%	1	0.3	-7%	5	x
O=C1CCCC/C=C\C[C@H](CC(=O)N(CCO)Cc2ccccc2)C(=O)N2CCC[C@@H]2CO1	-22%	x	-9%	15%	-2	x	1%	x	x
CCN(CC)S(=O)(=O)c1cc(NC(=O)C(=O)c2c(-c3ccccc3)cc3ccccn23)ccc1C	-23%	4	2%	5%	4	0.8	-4%	1	0.8
O=C(NCc1ccco1)C1CCC(N2C(=O)C3C4CCC(C4)C3C2=O)CC1 (stereo not given)	-19%	10	10%	43%[activator][57.1 µM]	-1	0.1	-1%[57.1 µM]	0	-1.5
COc1ccc(NC(=O)Cn2c(=O)sc3ccccc32)c(OC)c1	-24%	-3	10%	23%	0	0.2	3%	2	0.8
CCn1nc(C)c(CCN(C)C(=O)Nc2cc(C)cc(C)c2)c1C	-24%	x	-13%	17%[57.1 µM]	-7	0.0	7%[57.1 µM]	0	x
CSc1ccc(S(=O)(=O)N2CCN(Cc3ccc4c(c3)OCO4)CC2)cc1	-14%	-7	-5%	14%[57.1 µM]	-4	-0.3	-4%[57.1 µM]	2	-1.7
O=C(Cc1ccc(Br)cc1)NCCN1CCOCC1	-5%	-8	0%	1%[2.29 µM]	-2	0.5	-2%[2.29 µM]	4	-0.4
N#Cc1c(-c2cccc([N+](=O)[O-])c2)nc2n(c1=O)CCS2	u	12	0%	16%[57.1 µM]	-3	0.3	12%[57.1 µM]	4	-1.7
O=C(COC(=O)CC1CC2CCC1C2)Nc1ccc(F)cc1Cl (stereo not given)	-17%	x	-1%	13%	-4	x	-9%	x	x
Cc1cc(-c2nn(-c3ccccc3F)cc2CN2CCC(O)CC2)c(C)s1	0%	14	3%	-5%	1	3.0	-7%	9	1.3
Cc1nc2ccc(S(=O)(=O)NCC(=O)N(C)Cc3ccco3)cc2s1	5%	-5	5%	6%[57.1 µM]	2	-0.5	13%[57.1 µM]	-6	0.4
O=C(Cc1ccccc1)NCc1ccc(F)cc1	-16%	8	-10%	30%	-6	-0.2	2%	-3	-0.6
CC(=O)N1C(C(=O)O)Cc2c([nH]c3ccccc23)C1(C)C (stereo not given)	-3%	2	1%	-2%[57.1 µM]	-13	-0.4	3%[57.1 µM]	-4	-0.8
O=C(Nc1nc2ccccc2[nH]1)C1CC1	-6%	-2	8%	-3%[57.1 µM]	1	0.1	-1%[57.1 µM]	3	-0.7
O=S(=O)(Nc1cccc(CCc2ccccn2)c1)c1ccc(Cl)cc1	-19%	1	17%	11%	-2	-0.7	1%	2	-2.2
Nc1c(C(=O)NCCN2CCOCC2)c2nc3ccccc3nc2n1-c1cccc(F)c1	-1%	13	3%	15%	10	0.2	305%[activator]	-1	0.5
